# Bioassay records from PubChem.
# Dynein cargo inh: blocks dynein driven cargo transport along microtubules | 3617.4 mouse cells, GR-EGFP nuclear translocation imaging; test concentration mostly 20 µM; stimulated with dexamethasone, 1 µM; active compounds read low | z-score, hits read low | 0.47% of 220,000 active | AID 1381;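 active = plate z-score of nuclear minus cytoplasmic receptor signal below a set negative limit, without overly bright fluorescence or cell loss, cut at about -3.5 in these data, passing the limit was not always enough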;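 also: z-score of nuclear minus cytoplasmic ring GR-EGFP intensity difference per well; some compounds called inactive have numbers as strong as hits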
#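 medium = tetracycline-free induction medium containing charcoal-stripped FBS | also added = 1.0 µM final dexamethasone stimulus | schedule = 48 h induction, 1 h compound, 30 min dex at 37 °C | technique = fixed, Hoechst-stained cells imaged at 10x for EGFP | measure = GR-EGFP nuclear translocation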
# MT stabilize HCS: microtubule stabilizers in HeLa cells; HeLa tubulin immunostaining HCS, 24 h; share of cells brighter than vehicle mean+2SD; % tubulin-high responders, % at 10 µM; 0.83% of 200,000 active; AID 2205;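 active = plate Z-score above 3 for both tubulin-high and condensed-nucleus cell shares, with cell loss under 80%, at 10 µM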;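 also: anti alpha tubulin signal scored within the nucleus-defined area of each cell; some results filed as inactive read as strong as hits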
# b-catenin transl: alters nuclear translocation of beta-catenin in HeLa cells. immunofluorescence imaging. nuclear translocation activity, % at 5 µM. 0.3% of 190,000 active. AID 1665;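 active = nuclear translocation activity above 50% at 5 µM, with a well cell count of 50 or more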;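 also: per-cell ratio of nuclear to cytoplasmic median beta-catenin stain intensity; plate controls were DMSO negative control for no effect and GSK-3 inhibitor IX positive control for full effect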
#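 Read-out: Nuclear/cytoplasmic beta-catenin signal ratio, % activation | Assay system: Human HeLa cell line | Times: 24 h compound exposure at 37°C, 5% CO2 | Signal: Fluorescence imaging of beta-catenin antibody stain plus DAPI | Dosing: 5 µM primary, 0.02–20 µM confirmation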
# human PMI inhibition: MPI enzyme activity inhibition – biochemical, fluorescence intensity, coupled assay, primary screen (AID 1209); 0.42% of 190,000 active; inhibition, % at 20 µM, or IC50 in µM where a hit was titrated; purified PMI enzyme, coupled fluorescence intensity; higher % means a stronger effect;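 also: plate controls were DMSO vehicle for no effect and wells lacking substrate for full effect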
# WT yeast gro inh: growth inhibition of WT yeast, mitochondrial fusion screen; mitochondrial fusion phenotypic screen, WT strain; inhibition, % at 10 µM; 2.1% of 190,000 active; AID 1362; in the data active = inhibition above about 58%; tested in S. cerevisiae
# Autophagy HCS: modulators of autophagy | MEF GFP-LC3 puncta imaging; test concentration mostly 10 µM | calls only at 10 µM (by protocol) | 0.98% of 190,000 active | AID 463193;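 active = percentage of spot-positive cells more than 3 SD above its plate mean, without a fluorescence outlier flag or 80% toxicity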;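 also: spot-positive cell cutoff set from DMSO-treated cells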
# Ins promoter up: MIN6 insulin promoter up-regulation. MIN6 insulin promoter-GFP reporter, high-content imaging; active compounds read high. z-score at 5 µM. 0.3% of 190,000 active. AID 1625;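 active = z-score above 3 at 5 µM with at least 500 cells counted in the well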
# Yfh1-off respiration: mitochondrial function rescue without frataxin homolog – Friedreich's ataxia, plus single-dose screen, dose response (AID 1465); S. cerevisiae Yfh1-off respiration, WST-1 reduction, 72 h; higher fold induction means a stronger effect; fold induction at 50 µM; hits with a dose series show EC50 in µM; 0.074% of 220,000 active;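 active = fold induction of absorbance versus untreated yeast above a set limit, then at least 30% activation at any dose in follow-up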;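 also: activators that raise dye reduction in frataxin-depleted yeast; strong numbers were not always called active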
# human PMI inhibitors: human PMI inhibitors, high substrate, primary screen, biochemical, fluorescence intensity, high mannose 6-phosphate (AID 1220); recombinant PMI enzyme, coupled fluorescence intensity; higher % means a stronger effect; one-dose inhibition, % at 20 µM; IC50 in µM for titrated hits; 0.66% of 190,000 active
# WT yeast gro inh mutant strain: recorded beside WT yeast gro inh, whose call it bears; inhibition, %; mitochondrial fusion phenotypic screen, mutant strain inhibition
# Dynein cargo inh cytoplasmic EGFP: further read-out of Dynein cargo inh, marked with its call; z-score; measured here: cytoplasmic GR-EGFP intensity; active compounds read high
# Dynein cargo inh nuclear GR-EGFP: recorded beside Dynein cargo inh, whose call it bears; z-score; measured here: nuclear GR-EGFP intensity;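 lower value marks the stronger effect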
# Dynein cargo inh cell count: further read-out of Dynein cargo inh, marked with its call; z-score; measured here: cell count per field
# Ins promoter up cell count: second read-out of Ins promoter up, no call of its own (marks repeat the call); cell count; measured here: cytotoxicity, nuclei count;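 total cells summed across four imaged fields per well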
# b-catenin transl cell count 5 µM: further read-out of b-catenin transl, marked with its call; cell count; measured here: cell count, cytotoxicity flag
# MT stabilize HCS Hoechst-high %: second read-out of MT stabilize HCS, no call of its own (marks repeat the call); % Hoechst-high responders; measured here: nuclear condensation Hoechst responders;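 share of cells brighter than vehicle mean plus two SD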
# MT stabilize HCS cytotoxicity %: second read-out of MT stabilize HCS, no call of its own (marks repeat the call); toxicity, %; measured here: cytotoxicity by cell density;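 0% = mean cell density of plate MIN control wells and 100% = no cells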
# Autophagy HCS cell loss 18 h: also measured in Autophagy HCS; calls as there; toxicity, %; measured here: cell loss, nuclei count;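 cell loss after 18 h compound exposure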
# An asterisk follows results filed as active; i = inactive; · = not tested or not shown. Rule as the data show it, unless noted: active = inhibition above about 50%; inactive = the rest. Hits appear at their usual frequency. Share with any hit: about 5%.
SMILES,Dynein cargo inh,Dynein cargo inh cytoplasmic EGFP,Dynein cargo inh nuclear GR-EGFP,Dynein cargo inh cell count,MT stabilize HCS,MT stabilize HCS Hoechst-high %,MT stabilize HCS cytotoxicity %,b-catenin transl,b-catenin transl cell count 5 µM,human PMI inhibition,WT yeast gro inh,WT yeast gro inh mutant strain,Autophagy HCS,Autophagy HCS cell loss 18 h,Ins promoter up,Ins promoter up cell count,Yfh1-off respiration,human PMI inhibitors
NC1(N)OC(CN2C(=O)c3ccccc3C2=O)CS1 (stereo unspecified),-0.99,-0.14,-0.36,0.24,5.4,3.8,8.3,6.8,1391,6%,4,1,i,7,0.99,1616,i,1%
O=C1NC(c2cn(-c3ccccc3)nc2-c2cccs2)C(C(=O)c2cccnc2)C(O)(C(F)(F)F)N1 (stereo unspecified),0.048,0.25,0.13,-0.12,2.6,1.5,7.1,·,·,-4%,20,11,i,-13,-0.24,996,i,-5%
O=c1[nH]c(SCc2ccccc2Cl)nc2c1cnn2-c1ccccc1,0.28,-0.17,0.49,-0.48,3.4,3.6,2.4,0.1,1183,3%,4,-3,i,-10,-0.37,1853,i,-1%
COc1ccc(N(CC(=O)Nc2ccccc2C(=O)O)S(=O)(=O)c2ccc(C)c([N+](=O)[O-])c2)cc1,-0.75,-0.29,0.12,0.06,5.4,3.5,7.6,-0.7,1502,-7%,-14,-2,i,-6,0.19,1370,i,1%
O=C(c1ccc(COc2ccccc2Cl)o1)N1CCN(c2ccccc2)CC1,0.94,-0.068,0.88,-0.69,6.3,2.4,5.1,·,·,16%,51,34,i,6,-0.19,928,i,14%
Cc1csc(Nc2ccccc2)[n+]1-c1ccccc1,-0.83,-0.18,-0.33,-0.28,3.6,2.1,9.8,-2.3,1097,-12%,6,13,i,-9,-0.6,1142,i,-5%
COc1ccccc1N(CC(=O)Nc1cccnc1)S(C)(=O)=O,-0.68,-0.25,-0.15,0.46,3.0,1.1,7.0,-2.1,1149,18%,6,-9,i,-3,0.69,1248,i,11%
N=C(N)N1CCc2ccccc2C1,0.8,-0.27,0.8,0.11,4.1,1.8,4.4,·,·,-5%,15,9,i,-4,·,·,·,-5%
Cn1cnc(S(=O)(=O)NCc2cccs2)c1,-0.59,-0.24,-0.089,-0.39,2.5,1.5,2.4,-0.2,552,3%,-9,8,i,4,·,·,i,-2%
Cn1cc(CN2CCCCC2c2ccccn2)c(-c2ccc3c(c2)OCCO3)n1 (stereo unspecified),-0.97,-0.17,-0.54,0.057,3.9,2.7,5.1,-0.4,957,3%,-2,-8,i,-7,·,·,i,-1%
NNc1nc(-c2ccccc2Cl)nc2sc3c(c12)CCCC3,-0.3,-0.17,0.028,-0.13,3.6,1.4,0.1,-0.6,926,16%,6,0,i,31,·,·,i,8%
O=C(Nc1nccs1)c1cccc(S(=O)(=O)N2CCCCC2)c1,-0.014,-0.16,0.12,-0.39,3.5,1.2,2.9,2.5,1153,3%,7,47,i,10,-0.21,1166,i,-1%

# Ordered by SMILES length (rising): part of the list above.
SMILES,Dynein cargo inh,Dynein cargo inh cytoplasmic EGFP,Dynein cargo inh nuclear GR-EGFP,Dynein cargo inh cell count,MT stabilize HCS,MT stabilize HCS Hoechst-high %,MT stabilize HCS cytotoxicity %,b-catenin transl,b-catenin transl cell count 5 µM,human PMI inhibition,WT yeast gro inh,WT yeast gro inh mutant strain,Autophagy HCS,Autophagy HCS cell loss 18 h,Ins promoter up,Ins promoter up cell count,Yfh1-off respiration,human PMI inhibitors
Cn1cnc(S(=O)(=O)NCc2cccs2)c1,-0.59,-0.24,-0.089,-0.39,2.5,1.5,2.4,-0.2,552,3%,-9,8,i,4,·,·,i,-2%
Cc1csc(Nc2ccccc2)[n+]1-c1ccccc1,-0.83,-0.18,-0.33,-0.28,3.6,2.1,9.8,-2.3,1097,-12%,6,13,i,-9,-0.6,1142,i,-5%
COc1ccccc1N(CC(=O)Nc1cccnc1)S(C)(=O)=O,-0.68,-0.25,-0.15,0.46,3.0,1.1,7.0,-2.1,1149,18%,6,-9,i,-3,0.69,1248,i,11%
Cn1cc(CN2CCCCC2c2ccccn2)c(-c2ccc3c(c2)OCCO3)n1 (stereo unspecified),-0.97,-0.17,-0.54,0.057,3.9,2.7,5.1,-0.4,957,3%,-2,-8,i,-7,·,·,i,-1%
O=C1NC(c2cn(-c3ccccc3)nc2-c2cccs2)C(C(=O)c2cccnc2)C(O)(C(F)(F)F)N1 (stereo unspecified),0.048,0.25,0.13,-0.12,2.6,1.5,7.1,·,·,-4%,20,11,i,-13,-0.24,996,i,-5%
COc1ccc(N(CC(=O)Nc2ccccc2C(=O)O)S(=O)(=O)c2ccc(C)c([N+](=O)[O-])c2)cc1,-0.75,-0.29,0.12,0.06,5.4,3.5,7.6,-0.7,1502,-7%,-14,-2,i,-6,0.19,1370,i,1%
